Screening data (PubChem)
ZTA counter = blocks Epstein-Barr virus ZTA, an EBNA-1 counter-screen. ZTA-DNA binding, fluorescence polarization. 320,000 compounds, 0.15% hits. inhibition, % at 11 µM. P03206; in the data active = inhibition above about 33%
PAFAH2 inh = PAFAH2 (human) inhibition; 340,000 compounds, 0.99% hits; inhibition, % at 3.39 µM; Q99487; recombinant PAFAH2, FP-rhodamine activity probe, fluorescence polarization;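 active = inhibition above the mean over all tested compounds plus 3 SD, cut at about 30% in these data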;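 also: inhibitors block probe labeling of enzyme so polarization drops; 0% = enzyme with DMSO and 100% = wells lacking PAFAH2 protein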
LYPLA1 counter = blocks human lysophospholipase 1, a PME1 counter-screen. recombinant LYPLA1, FP-Rh probe fluorescence polarization. AID 2174. 320,000 compounds, 0.16% hits. inhibition, % at 5.9 µM. O75608;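 active = inhibition above the mean of all tested compounds plus 3 SD, set per campaign, cut at about 14% in these data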;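 also: inhibitors block serine hydrolase probe labeling of LYPLA1 so polarization falls; 0% = enzyme with DMSO and 100% = wells lacking LYPLA1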
LYPLA2 counter = blocks human lysophospholipase 2, a PME1 counter-screen; recombinant LYPLA2, FP-Rh probe fluorescence polarization; 320,000 compounds, 0.38% hits; O95372; inhibition, % at 5.9 µM;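 active = inhibition above the screen-wide mean plus 3 SD, limit set per campaign, cut at about 26% in these data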;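 also: 0% = LYPLA2 with DMSO and 100% = wells lacking LYPLA2 enzyme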
Target sequence (O95372 whole entry, looked up): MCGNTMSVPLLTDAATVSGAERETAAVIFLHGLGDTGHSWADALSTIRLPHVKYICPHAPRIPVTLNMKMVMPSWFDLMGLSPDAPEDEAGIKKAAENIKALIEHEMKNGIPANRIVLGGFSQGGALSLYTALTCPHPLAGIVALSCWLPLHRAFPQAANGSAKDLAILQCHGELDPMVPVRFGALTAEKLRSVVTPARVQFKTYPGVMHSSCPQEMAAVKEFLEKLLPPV
EBNA-1 inh = blocks EBNA-1 binding to DNA | EBNA-1 DNA binding, fluorescence polarization | inhibition, % at 14.8 µM | 300,000 compounds, 0.34% hits | AID 1950; in the data active = inhibition above about 28%
PAFAH1B3 FP inh = inhibitors of human PAFAH1B3; recombinant PAFAH1B3, FP-rhodamine probe, fluorescence polarization; inhibition, % at 3.39 µM; 340,000 compounds, 0.28% hits; AID 492972;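 active = inhibition above the screen-wide average of all tested compounds plus 3 SD, cut at about 25% in these data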;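 also: 0% = enzyme with DMSO only and 100% = wells lacking PAFAH1B3 protein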
PREPL inh = inhibits the human prolyl oligopeptidase-like enzyme; AID 2751; recombinant PREPL, fluorescence polarization activity-based probe; inhibition, % at 5.96 µM; Q4J6C6; 320,000 compounds, 0.68% hits; in the data active = inhibition above about 43%;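 also: 0% = enzyme with DMSO and 100% = wells lacking enzyme; many of its hits are not listed in these tables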
Target sequence (Q4J6C6 whole entry, looked up): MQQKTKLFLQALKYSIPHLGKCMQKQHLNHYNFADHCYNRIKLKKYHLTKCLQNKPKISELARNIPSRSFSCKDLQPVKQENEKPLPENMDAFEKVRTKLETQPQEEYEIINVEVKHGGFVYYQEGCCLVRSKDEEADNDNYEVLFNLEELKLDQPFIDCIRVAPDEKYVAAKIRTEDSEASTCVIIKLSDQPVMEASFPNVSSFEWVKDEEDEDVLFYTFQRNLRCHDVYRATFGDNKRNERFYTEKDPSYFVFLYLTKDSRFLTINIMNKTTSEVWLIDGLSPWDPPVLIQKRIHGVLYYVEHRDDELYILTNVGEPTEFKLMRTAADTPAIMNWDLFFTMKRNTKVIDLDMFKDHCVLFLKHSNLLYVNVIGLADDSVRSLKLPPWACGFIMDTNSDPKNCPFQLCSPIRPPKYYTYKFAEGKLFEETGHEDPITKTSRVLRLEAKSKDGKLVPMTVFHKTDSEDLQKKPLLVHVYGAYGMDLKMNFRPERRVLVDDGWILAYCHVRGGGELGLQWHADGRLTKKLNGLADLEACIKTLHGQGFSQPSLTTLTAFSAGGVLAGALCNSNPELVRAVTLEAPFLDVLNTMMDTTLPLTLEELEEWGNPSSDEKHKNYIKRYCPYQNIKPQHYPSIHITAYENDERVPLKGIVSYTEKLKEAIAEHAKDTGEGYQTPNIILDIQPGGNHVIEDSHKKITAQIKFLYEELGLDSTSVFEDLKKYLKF
PAD4 FP inh = blocks human protein arginine deiminase 4; Q9UM07; recombinant PAD4, RCA probe fluorescence polarization; inhibition, % at 6.36 µM; 330,000 compounds, 0.41% hits; AID 485272;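 active = percent inhibition above a cutoff equal to the mean of all tested compounds plus 3 SD, cut at about 15% in these data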;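 also: 0% = PAD4 with RCA probe and DMSO and 100% = probe without PAD4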
GSTO1 counter = counter-screen for RBBP9 inhibitors: inhibitors of human GSTO1 | recombinant GSTO1, activity-based probe fluorescence polarization | inhibition, % at 5.96 µM | 300,000 compounds, 1.1% hits;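 active = inhibition above the campaign mean inhibition plus 3 SD, cut at about 35% in these data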;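 also: 0% = GSTO1-1 with DMSO and 100% = wells lacking GSTO1-1 enzyme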
* hit, by the source's call; . = not tested or not shown. Not all compounds are listed; rates above refer to the full screens.

SMILES	ZTA counter	PAFAH2 inh	LYPLA1 counter	LYPLA2 counter	EBNA-1 inh	PAFAH1B3 FP inh	PREPL inh	PAD4 FP inh	GSTO1 counter
Cc1ccc(S(=O)(=O)Nc2ccccc2)cc1C(=O)N1CCCC1	-4	2	-1	-2	-2	-3	5	0	-1
CCOC(=O)C1=NNC2(CC(=O)N(c3cc(C)cc(C)c3)C2=O)C1 (stereo unspecified)	14	-3	1	4	0	1	-4	-3	8
Cc1cccc(NC(=S)NCCN2CCOCC2)c1C	-6	2	4	5	4	0	2	-6	-3
CC(Oc1ccc2ccc(=O)oc2c1)C(=O)NC(Cc1c[nH]c2ccc(O)cc12)C(=O)O (stereo unspecified)	-4	8	-3	1	4	7	-3	-2	6
Cc1cc(NC(=O)CSc2nnc(-c3ccccc3C)n2C)no1	3	8	1	1	.	4	-2	0	.
CN1CCN(C(c2cccc(C(F)(F)F)c2)c2nnnn2C(C)(C)C)CC1 (stereo unspecified)	10	-1	2	1	0	6	43*	2	-7
O=C(NN=C1CCC(c2ccccc2)CC1)c1cc2c(s1)CCCC2 (stereo unspecified)	-1	-3	-2	5	-7	0	16	-6	8
CCCCN(C)C(=O)CCCc1c[nH]c2ccccc12	-18	1	0	1	-8	-4	4	-4	1
CN(CC(=O)Nc1ccccc1C(F)(F)F)C(=O)c1cc([N+](=O)[O-])ccc1N1CCOCC1	-13	-4	6	-3	-1	-5	-1	2	5
COC(=O)c1c(/N=C/NOCc2ccc(Cl)cc2)sc2c1CCN(c1ncc(C(F)(F)F)cc1Cl)C2	-11	2	-6	0	-2	2	19	-2	15
CC(C)C1CC(C(=O)Nc2ccccc2)C(=O)O1 (stereo unspecified)	7	5	2	3	0	9	0	-1	5
Cc1ccc(S(=O)(=O)N2CCOCC2)cc1NC(=O)COC(=O)Cc1ccsc1	-11	10	-2	-1	-2	7	16	4	4
Cc1ccc(S(=O)(=O)N2CCN(C(=O)CN3C(=O)NC4(CCCC4)C3=O)CC2)c(C)c1	4	2	2	5	3	-1	-2	5	-1
CN(C)c1c([N+](=O)[O-])ncn1C	9	-4	3	1	9	2	-6	-1	4
Cn1c(SCC(=O)NC(C)(C)C)nc(O)cc1=O	-10	7	-2	-1	5	8	5	2	-2
COc1ccccc1CNC(=O)COc1ccc(S(=O)(=O)N2CCOCC2)cc1	0	5	3	5	-3	0	2	3	2
COCCNC(=O)CN(CCc1ccccc1)S(=O)(=O)c1ccc(OC)cc1	-2	0	1	5	-6	3	9	-5	2
CC1=C(C)CC(C(=O)NC2CCN(C(C)C)CC2)C(C(=O)O)C1 (stereo unspecified)	11	7	-1	-4	7	-2	11	-2	2
CCCOC(=O)C1=C(C)NC(=O)NC1c1cc2c(cc1Br)OCO2 (stereo unspecified)	6	4	-1	2	3	1	-11	-1	-19
Cc1cc2ccc(C)c(C)c2nc1SCC#N	-6	17	-4	-6	10	-7	1	1	-4
CC(C)C(=O)N1CCN(c2ccccc2NC(=O)c2ccc(C#N)cc2F)CC1	6	4	-7	-7	10	6	-2	5	-1
OC1(c2ccccc2)C/C(=N\n2cnnc2)C=C1c1ccccc1 (stereo unspecified)	4	3	1	6	0	5	3	-3	0
COc1ccc(C(=O)Oc2c(C)occc2=O)cc1OC	0	-4	-2	2	8	11	2	1	-9
Cc1ccc(NC(=O)c2c(F)cccc2Cl)cc1NS(C)(=O)=O	-1	1	1	0	3	7	-3	1	0
CCOc1ccc(C(=S)N2CCN(C)CC2)cc1	5	15	-3	-4	4	4	-3	0	3
Cc1ccc(S(=O)(=O)N2CCN(C(=O)c3sccc3C)CC2)cc1	-3	2	0	-5	-12	-11	8	-6	-3
CCCc1cc(=O)[nH]c(SCC(=O)Nc2ccc(OCc3ccccc3)cc2)n1	-5	4	0	3	.	5	6	-1	.
COc1ccc(CNC(=O)C2=CCN(S(=O)(=O)c3ccc(C)cc3)CC2)cc1	-4	3	1	1	6	0	12	-1	1
CCC1=C(OC(=O)N(CC)CC)N2C(=O)OC(=NCCOC)[C@]2(Cc2ccccc2)[C@H]2C1=CC[C@H]1C(=O)N(CC)C(=O)[C@H]12	2	0	-1	-2	4	3	-1	-1	2
CCCC(C)NC(=O)CN(c1ccc2c(c1)OCCO2)S(=O)(=O)c1ccccc1 (stereo unspecified)	-11	13	0	-2	11	-4	-3	4	4
CCOC(=O)c1c(NC(=O)CSc2ncnc3ccccc23)sc(C)c1C	15	-8	-5	-11	1	-3	-1	2	-3
COc1cc2c(CCNC(C)=O)c[nH]c2cc1O	0	-5	-1	4	1	3	0	0	6
CC(=O)C[C@H](O)CC(=O)[C@@H]1OC(=O)CCCCCCCCc2ccccc21	.	1	.	.	.	0	16	1	.
COc1cc(C)ccc1OCC(=O)OCC(=O)c1cc(C)n(CC2CCCO2)c1C (stereo unspecified)	-4	1	-4	1	.	1	16	-2	.
COC(=O)c1ccc(NC(=O)C2C3C=CC(O3)C2C(=O)O)cc1 (stereo unspecified)	2	4	-4	-3	-3	-2	-3	4	-7
Cc1cccc(OCC(=O)Nc2ccccc2C(=O)N2CCOCC2)c1	-19	-8	8	9	3	9	4	0	2
CCOc1ccc(C(=O)NCCc2ccccc2)cc1	6	4	-2	-5	5	3	15	3	7
CCc1ccc(N=C2NC(=O)/C(=C/c3cc(Br)c(OCC(=O)O)c(OC)c3)S2)cc1	29	25	-2	8	10	25	16	4	-36
NS(=O)(=O)c1ccc(NC(=O)/C=C/c2ccc3c(c2)OCO3)cc1	33	4	-3	0	44*	-5	-3	1	1
Cc1c(C(=O)Nc2ccccn2)oc2c(Cl)cccc12	0	4	-1	4	-2	-5	-11	-4	12
CCC(C)(C)NC(=O)C(c1cccn1C)N(Cc1ccc(C)cc1)C(=O)Cn1nnc2ccccc21 (stereo unspecified)	9	10	1	-7	1	2	-3	-1	2
NNC(=O)c1cccc(S(=O)(=O)Nc2cc(Cl)ccc2Cl)c1	14	2	-4	-9	7	-2	0	3	-14
O=C(Nc1ccc(S(=O)(=O)N2CCOCC2)cc1)C1CCCCC1	-19	4	2	5	6	2	11	3	5
COc1cc(C2C(C(C)=O)=C(O)C(=O)N2CCN(C)C)ccc1O (stereo unspecified)	-1	-3	1	2	-1	10	-5	4	6
COc1cccc(C(=O)NCc2ccco2)c1OC	-1	3	2	1	-7	2	4	-2	13
CCN1CCN(/C=N/c2nc3c(s2)CCCC3)CC1	-1	2	0	5	2	7	6	-2	4
CCOc1ccc2[nH]c(=O)c(CN(Cc3cccs3)Cc3nnnn3C(C)(C)C)cc2c1	-3	-2	-4	-12	-7	6	13	-1	8
Cc1cc(C)c(NC(=O)CSc2nnc(CNC(=O)c3ccccc3F)o2)c(C)c1	7	10	2	-1	6	-2	-1	-2	-1
O=C1CC(C2CCCO2)C(=O)N1c1cccc(Cl)c1 (stereo unspecified)	-8	-2	3	16	2	2	30	-2	7
Cc1ccc(NC(=O)CSc2nnc(-c3cccnc3)s2)cc1	-22	-5	-1	3	-20	3	-16	6	6
Cc1cc2oc(C(=O)NC3CCS(=O)(=O)C3)cc(=O)c2cc1C (stereo unspecified)	-1	5	0	-7	-3	10	-4	-3	7
Cc1cccc(C)c1NC(=O)COC(=O)[C@@H]1CCCN1C(=O)c1cccs1	.	-6	.	.	.	7	-3	1	.
CCOC(=O)N1CCN(C(=O)CN(c2ccc(C)c(C)c2)S(=O)(=O)c2ccccc2)CC1	10	-3	-2	-3	7	6	3	-2	-2
Cc1ccc(C(=O)Nc2cc(S(=O)(=O)N3CCOCC3)ccc2N2CCCC2)cc1	-6	7	0	5	.	4	-1	0	.
CC(OC(=O)c1ccccc1)C(=O)NCCC1=CCCCC1 (stereo unspecified)	-8	-8	1	4	-5	3	-6	-3	-4
Cc1c(C#N)c2ccccc2n1CC(=O)NCCc1c[nH]c2ccccc12	2	5	-1	-2	12	4	-1	5	9
N=c1ncn(CC(O)CN2CCOCC2)c2nc(N3CCOCC3)[nH]c12 (stereo unspecified)	-3	-9	0	0	6	12	8	1	-3
O=C(Cn1nc(-c2ccccc2)ccc1=O)Nc1ccc(-n2cnnn2)cc1	5	0	-1	0	2	-1	-52	0	1
Cc1ccc(S(=O)(=O)N(C)C)cc1NC(=O)C(C)N(C)CCOc1ccc(Cl)cc1 (stereo unspecified)	-22	-13	5	11	1	-6	36	2	7
Cc1cc(=O)nc2c3ccccc3n(CC(=O)Nc3ccccc3Br)n12	7	-6	-3	-6	-3	9	-23	-1	9

The results go on:
SMILES	ZTA counter	PAFAH2 inh	LYPLA1 counter	LYPLA2 counter	EBNA-1 inh	PAFAH1B3 FP inh	PREPL inh	PAD4 FP inh	GSTO1 counter
CC(=O)c1cnc2cc(C)nn2c1C	-8	7	4	4	-6	1	8	1	-1
c1ccc2nc(-c3nc4ccccc4o3)ccc2c1	-18	-5	5	5	-5	-1	12	3	-9
CCOC(=O)C1(CCOc2ccccc2)CCN(Cc2cc(OC)ccc2OC)CC1	3	6	4	3	4	2	50*	-1	4
COc1ccccc1NC(=O)CN1CCN(CC(=O)Nc2ccc(S(N)(=O)=O)cc2)CC1	3	3	0	-12	-1	4	4	-2	16
CCc1nc(Nc2ccc(OC)c(OC)c2)c2nnn(Cc3ccccc3Cl)c2n1	4	7	0	3	12	14	12	-4	0
Cc1ccc(/C=C/C(=O)Nc2nn[nH]n2)o1	2	-1	0	2	7	8	4	3	2
O=C(CCNC(=O)c1ccccc1Cl)NCC12CC3CC(CC(C3)C1)C2	9	10	4	9	13	-10	21	3	-4
CCCCNC(=O)C1(NC(=O)Nc2ccc(C)cc2)CCCCC1	4	.	0	-14	6	.	-5	-5	-2
CCOC(=O)COc1cnc2ccccc2n1	-26	-2	5	8	-3	6	10	-1	1
Cn1c(C(=O)NCC2CCCO2)cc2oc3ccccc3c21 (stereo unspecified)	12	5	3	-6	10	-6	9	1	6
Cc1ccc(S(=O)(=O)NC(=O)Nc2ncc3c(n2)CC(c2ccco2)CC3=O)cc1 (stereo unspecified)	0	0	-7	-6	12	10	1	-3	7
COc1ccc(NC(=O)CSC2=NN3CCCC(=O)N=C3S2)c(OC)c1	11	-5	-6	-8	14	6	-1	-2	1
Cc1ccc(C(=O)NCCc2cc3ccc(C)c(C)c3[nH]c2=O)cc1[N+](=O)[O-]	-16	3	8	6	7	11	-1	-5	1
CC(C)NC(=O)c1ccc(N2CCOCC2)nc1	-4	-10	1	-1	-7	3	6	1	1
Cc1ccc(S(=O)(=O)C2(C(=O)N(C)C3CCCCC3)CC2)cc1	-8	-4	-2	-3	-10	13	12	-3	1
CCc1ccc(OCC(=O)N2c3ccccc3CCc3ccccc32)cc1	-18	-5	5	3	-2	-2	-14	0	-3
O=S1(=O)CCN(Cc2ccc(Cl)cc2)CC1	9	2	0	-3	-1	6	3	-4	3
Cc1cc(Br)c(S(=O)(=O)n2nnc3ccccc32)cc1C	-14	-9	3	4	-2	2	8	3	4
COc1ccc(CCNC(=O)c2ccc3c(c2)OCO3)cc1	4	21	4	2	-3	4	-10	-2	5
COc1cc(OC)cc(C(=O)NNC(=O)C2CCCC2)c1	-3	-10	4	6	-17	2	10	-1	0
N#Cc1c(NC(=O)c2cc(-n3cnnc3)ccc2Cl)sc2c1CCCC2	-2	1	1	12	9	3	12	-1	1
O=C(O)CCC(=O)NNc1nc2ccccc2nc1-c1ccccc1	1	-1	-2	-2	10	-4	-1	3	11
